Compound activity as filed in PubChem.
Lipid storage S3 – qHTS Assay for Lipid Storage Modulators in Drosophila S3 Cells; 0.64% of 320,000 active; AID 2685; lipid storage change, negative = inhibition, % at the top dose, mostly 46.1 µM; hits show Potency in µM; Drosophila S3 cells, BODIPY lipid droplet fluorescence, 18-24 h; cells fed with added oleic acid; active = well fitted inhibition curve with a large enough effect in the signal ratio, with a control signal flat, not every such curve was filed as active; inconclusive = small, poorly fitted or top-dose-only effect, or effect the other way, or a change in a side signal; the % refers to the signal ratio
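Drosophila S3 cells loaded with oleic acid (400 uM, as added) and compounds at several concentrations; lipid droplets imaged by 488-nm laser-scanning cytometry, 500–530 nm intensity and object ratio to cell channel. Percent activity normalized to 20 uM Triacsin C.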
Lipid storage S3 cell count max – recorded beside Lipid storage S3, whose call it bears; cell number change, %; measured here: cell count max response;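 cells counted by Cell Tracker Red CMTPX staining in the red channel; peak over a dose series mostly up to 46.1 µM; percent activity relative to internal control wells on each plate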
The depositor's hits bear a star; i = inactive; ? = inconclusive; . = no result given; [ ] = dose if it differs, or a comment. % is set by controls: 0 for no effect and ±100 for the full control effect; potency is the fitted concentration of half-maximal effect. An excerpt; rates above refer to the full screens.

SMILES	Lipid storage S3	Lipid storage S3 cell count max
O=C(CSc1nc(-c2ccccc2)cc(=O)[nH]1)N1CCc2ccccc21	6%	-21
COc1ccc(OC)c(S(=O)(=O)N2CCC(C(=O)N3CCCC3)CC2)c1	?	.
COC(=O)c1ccc2c(=O)n(CCN3CCOCC3)c(SCC(=O)Nc3cccc(OC)c3)nc2c1	?	.
COc1cc(CC(=O)N/N=C/c2ccccc2)c([N+](=O)[O-])cc1OC	-7%	-2
O=C(CCc1ccccc1)N1CCN(CCO)CC1	?	.
CCOC(=O)c1ccc(S(=O)(=O)NNC(=O)COc2ccc(C)cc2)cc1	?	.
CCc1ccc(C(=O)N/N=C/c2ccc(Cl)cc2Cl)nc1	7%	1
CCc1nnc(NC(=O)c2ccc(Cl)c(S(=O)(=O)N3CCc4ccccc4C3)c2)s1	14%	8
CCOC(=O)C1CCN(CCC(=O)Nc2ccc(Br)c(C)c2)CC1	-7%	1
Nc1nc(SCC(=O)NCc2ccc3c(c2)OCO3)n[nH]1	?	.
COC(=O)C1=C(C)NC(C)=C(C(=O)OC)C1c1ccc(-c2cccc([N+](=O)[O-])c2)o1	?	.
O=C(COC(=O)CCc1nc2ccccc2c(=O)[nH]1)NC(c1ccccc1)c1ccccc1	-1%	5
CCCn1c(C)cc(-c2csc(NC(=O)CCc3nc4ccccc4c(=O)[nH]3)n2)c1C	i	.
CC(C)(C)Cc1nnc(NS(=O)(=O)c2ccc(F)cc2)s1	0.052µM*	-2.4*
O=C(c1ccco1)N(Cc1ccc([N+](=O)[O-])cc1)c1ccc(Br)cc1	-3%	-4
COc1cc2[nH]c(=S)n(Cc3ccc(F)cc3)c(=O)c2cc1OC	?	.
COC(=O)NNC(=O)CCCOc1ccc(Cl)cc1Cl	?	.
C=CCN1C(=O)/C(=C2\SC(N3CCOCC3)=NC2=O)c2cc(Br)ccc21	?	.
O=C(NCc1ccccc1Cl)c1ccc(Br)o1	5%[9.22 µM]	-2
N#C/C(=C\c1cn[nH]c1-c1ccccc1Br)C(=O)O	-25%	-4
COc1ccc(CCNC(=O)COC(=O)c2ccc[nH]c2=O)cc1	?	.
O=C(CCCn1c(=O)[nH]c2ccsc2c1=O)N1CCCCC1	?	.
CCS(=O)(=O)N1Cc2ccccc2CC1C(=O)NCCc1ccccc1 (stereo unspecified)	i	-14
CCOC(=O)C1(Cc2ccccc2)CCCN(Cc2ccc(OCC)c(CO)c2)C1 (stereo unspecified)	21%	-9
Cc1ccc(CNC(=O)CSc2nc(N3CCCCC3)nc(N3CCCCC3)n2)cc1	i	.

Six records picked at random from the list so far:
SMILES	Lipid storage S3	Lipid storage S3 cell count max
CCc1ccc(C(=O)N/N=C/c2ccc(Cl)cc2Cl)nc1	7%	1
O=C(CCCn1c(=O)[nH]c2ccsc2c1=O)N1CCCCC1	?	.
O=C(NCc1ccccc1Cl)c1ccc(Br)o1	5%[9.22 µM]	-2
N#C/C(=C\c1cn[nH]c1-c1ccccc1Br)C(=O)O	-25%	-4
CC(C)(C)Cc1nnc(NS(=O)(=O)c2ccc(F)cc2)s1	0.052µM*	-2.4*
COC(=O)NNC(=O)CCCOc1ccc(Cl)cc1Cl	?	.

The results go on.
SMILES	Lipid storage S3	Lipid storage S3 cell count max
COc1ccc(Nc2nc(CC(C)=O)ns2)cc1	-1%	3
Cc1cc(C)n2nc(-c3cccnc3)nc2n1	?	.
Cc1ccc(S(=O)(=O)N2CCC(C(=O)OC(C)C(=O)NC3CCCCC3C)CC2)cc1 (stereo unspecified)	?	.
CC(NC(=O)NC1CCCCC1)C(c1cccs1)N1CCN(c2ccccc2)CC1 (stereo unspecified)	?	.
COc1cccc(N/C=C/c2onc(C)c2[N+](=O)[O-])c1	27%[9.22 µM]	-4
Cc1ccc(N(CC(=O)NCc2ccco2)C(=O)CCC(=O)Nc2nccs2)c(C)c1	?	.
O=C(CSCc1ccccc1Cl)NN=C1CCCCCC1	i	.
CCCCCCc1ccc(N2C[C@H](C)[C@@H](CC(=O)NCc3ccccc3)C2=O)cc1	?	.
Oc1c(C=Nc2ccccc2)sc2ccccc12	3%	12
CSCCC(NC(=O)c1ccccc1Cl)C(=O)N1CCCCCCC1 (stereo unspecified)	?	.
O=C(c1ccc(Cl)cc1)N1CCN=C1c1ccccc1	10%	-8
Cc1ccc(S(=O)(=O)NC(C)C(=O)NC(C)c2cccs2)cc1 (stereo unspecified)	?	.
CCN(CC)CCNC(=O)c1c(C)oc2cc(Br)c(OC)cc12	8%	2
Cc1ccc(C2(C)NC(=O)N(CC(=O)Nc3ccc4c(c3)CCC4)C2=O)cc1 (stereo unspecified)	9%	-13
CCOC(=O)N1CCN(C(=O)Cn2ncn3nc(-c4cccs4)cc3c2=O)CC1	?	.
COc1ccc(CCN(C)C(=O)C2CCN(Cc3ccc(C)cc3)CC2)cc1OC	-17%	-2
COc1ccccc1CNC(=O)C1CC2Cn3c(nc4ccccc43)C2N1C (stereo unspecified)	?	.
CC1(C)CC(=O)c2cc(O)ccc2O1	9%	.
COc1ccc2c(=O)c3c(=O)n(CCc4ccccc4)c(C(C)C)nc3oc2c1	-1%	6
Cn1c2ccccc2c(=O)c2c(=O)n(Cc3ccco3)c(-c3ccc(Cl)cc3Cl)nc21	-1%	11
Cc1cccc(N/C=C/c2onc(C)c2[N+](=O)[O-])c1	8%	-3
Cc1ccn2c(=O)nc(SCC(=O)N3CCCCC3)nc2c1	i	.
CC(=O)c1ccc(Nc2c(C)n(C)n(-c3ccccc3)c2=O)cc1	-23%	-27
COc1ccc(/C=C/C(=O)NC(C)CCc2ccccc2)cc1 (stereo unspecified)	?	.
O=C(CN1CCN(Cc2ccc(F)cc2)CC1)Nc1ccccc1F	3%	6
SMILES	Lipid storage S3	Lipid storage S3 cell count max
CN(C)CCCNC(=S)NCCNc1nc2cc3c(cc2cc1C#N)OCO3	37%	.
Cc1oc(C)c(C(N)=O)c1C(N)=O	?	.
O=C(NCCCNc1ccnc2cc(Cl)ccc12)c1ccccc1F	?	.
O=c1[nH]c2ccccc2cc1CN(Cc1ccco1)S(=O)(=O)c1ccccc1	i	-11
COc1ccccc1CN(CC(=O)NCc1ccc2c(c1)OCO2)C(=O)c1ccc2c(c1)OCCO2	-1%	7
COc1ccc2[nH]c(=O)c(CN(c3ccccc3OC)S(=O)(=O)c3ccccc3)cc2c1	?	.
COc1ccc(C2=NOC(COc3ccc4c(C)cc(=O)oc4c3)C2)c(OC)c1 (stereo unspecified)	?	.
CCCCOc1ccccc1NC(=O)CC1Nc2ccccc2NC1=O (stereo unspecified)	?	.
Cc1nn(Cc2ccccc2Cl)c(C)c1C(=O)NCc1ccco1	?	.
CSc1nnc(N2C(=O)C(O)=C(C(=O)c3ccco3)C2c2ccccc2F)s1 (stereo unspecified)	?	.
O=C(CN1C(=O)COc2ccc(Cl)cc21)Nc1ccc2c(c1)OCCO2	?	.
CCc1nnc(NCn2nc(C)cc2C)s1	5%	-8
CC1(C)CC(NC(=O)c2cccc(S(=O)(=O)N(Cc3ccccc3)c3ccccc3)c2)CC(C)(C)N1	?	.
CC(C)=CCN1CCN(Cc2cccc3nccnc23)CC1CCO (stereo unspecified)	1%	3
CC1CC(C)(C)NC(=S)N1CCC(=O)Nc1ccc2c(c1)OCCO2 (stereo unspecified)	?	.
O=C(NC1C2CCCC1CN(C1CC1)C2)c1ccc(Cl)cc1 (stereo unspecified)	?	.
COC(=O)c1cc(S(=O)(=O)Nc2cccc(S(N)(=O)=O)c2)oc1C	4%	13
O=C(O)c1ccc(N2CCS(=O)(=O)CC2)cc1	?	.
Cc1ccc2nsnc2c1NC(=O)CCl	-16%	-6
Cn1cccc1/C=N/N1CCN(Cc2ccc(Cl)cc2)CC1	1%	10
O=C(NCCc1ccccc1)C(c1ccccc1F)N(C(=O)c1csnn1)C1CC1 (stereo unspecified)	?	.
O=C1NC(=NCc2ccccc2)S/C1=C/c1ccc(O)cc1	?	.
CCC(C)NS(=O)(=O)c1ccc(S(=O)(=O)N2CC=C(c3ccc(F)cc3)CC2)cc1 (stereo unspecified)	13%	-9
COc1cccc(N2CCN(c3c4c(nc5ncnn35)CCC4)CC2)c1	i	.
CC(C)(C)C(=O)Nc1ccccc1N1CCN(c2ccc(F)cc2)CC1	13%	15
SMILES	Lipid storage S3	Lipid storage S3 cell count max
Cc1csc(NC(=O)Cc2c[nH]c3ccccc23)n1	?	.
COc1ccc(Oc2coc3c(CN(C)C)c(O)ccc3c2=O)cc1	?	.
COC(=O)COc1cc(OCC(=O)OC)c2c(-c3ccccc3)cc(=O)oc2c1	?	.
CCn1nc(C)c(CNC(=O)Nc2ccccc2C(=O)OC)c1C	?	.
COc1ccc(/C=C2\N=C(c3ccccc3Cl)NC2=O)cc1	?	.
CCCCC1(COC(=O)CCC(=O)O)C(=O)N(c2ccccc2)N(c2ccccc2)C1=O	-21%	.
O=C(Cn1c(=O)n(Cc2ccccc2)c(=O)c2ccccc21)NCc1ccco1	?	.
COc1ccc(CNC(=O)c2ccc(C(C)(C)C)cc2)cc1	-14%	-17
Cc1c(NC(=O)C(C)Oc2ccc(Br)cc2Cl)c(=O)n(-c2ccccc2)n1C (stereo unspecified)	11%	16
CCCCC(CC)CNC(=O)c1[nH]c(C)c(C(C)=O)c1C (stereo unspecified)	?	.
O=S1(=O)CCN2C(=N1)Sc1c2ccc2c1CCCC2	21%	.
Cc1cc(C)c(-c2cc(NC(=O)COC(=O)c3ccc(NC(=O)CC#N)cc3)n(-c3ccccc3)n2)cc1C	?	.
CCOc1ccc(NC(=S)Nc2ccc(OC(F)(F)F)cc2)cc1	-2%	13
CC1(C)OC(=O)C(=CNCC(O)c2ccccc2)C(=O)O1 (stereo unspecified)	?	.
O=C(Nc1c(C(=O)Nc2cccc(F)c2)oc2ccccc12)c1ccc2c(c1)OCO2	-17%	1
CCCCn1c(N)c(N(CCOC)C(=O)c2ccc(-c3ccc(Cl)cc3)o2)c(=O)[nH]c1=O	?	.
CCCCS(=O)(=O)NC1=NCN(CC)CN1	10%	-13
COC(=O)c1cc(S(=O)(=O)NCC2CCN(Cc3cccc(F)c3)CC2)cn1C	?	.
CC(=O)Nc1sc2c(c1C(c1cccc(Cl)c1)N1CCN(CCO)CC1)CCCC2 (stereo unspecified)	?	.
COc1cccc(OC)c1C(=O)NC(=S)NCc1ccccc1	?	.
C/C(=N\O)C(C)(C)Nc1cccc(F)c1	?	.
CCN(CC)c1ccc(C(=O)NNC(=O)CN2C(=O)NC3(CCCCC3)C2=O)cc1	-3%	12
COc1ccc(NC(=S)N2CCNC(=O)C2CC(=O)Nc2cccc(Cl)c2C)cc1 (stereo unspecified)	-4%	-4
CC(C)(C)NC(=O)C(c1c[nH]c2ccccc12)N(C(=O)Cn1nnc(-c2ccc(Cl)cc2)n1)c1ccccc1F (stereo unspecified)	?	.
O=[N+]([O-])c1ccc(OS(=O)(=O)Cc2ccccc2)cc1	-18%	-15
SMILES	Lipid storage S3	Lipid storage S3 cell count max
CCOC(=O)C(C)Sc1ccc2nnc(-c3ccc(F)cc3)n2n1 (stereo unspecified)	27%	19
CCc1nnc(NC(=O)c2ccc(NS(=O)(=O)c3ccccc3)cc2)s1	-9%	-20
CCOc1ccccc1NC(=O)NC(C)c1ccc2c(c1)OCO2 (stereo unspecified)	i	-18
COc1ccc(S(=O)(=O)Cc2ccc(C(=O)N3CCN(c4cc(C)ccc4C)CC3)o2)cc1	?	.
Cc1cccc([N+](=O)[O-])c1NC(=O)COC(=O)C1CCCO1 (stereo unspecified)	?	.
COc1ccc(C(CNC(=O)Nc2ccccc2)N2CCN(C)CC2)cc1 (stereo unspecified)	?	.
COc1ccc(NS(=O)(=O)c2cccc(C(=O)OCC(=O)N3CCN(c4ccc(OC)cc4)CC3)c2)cc1	?	.
CCC1CCCCN1CCNS(=O)(=O)c1ccc2c(c1)oc(=O)n2C (stereo unspecified)	?	.
CN(CC(=O)Nc1ccccc1Br)C(=O)c1n[nH]c2ccccc12	?	.
N=c1c2c(n(Cc3ccc(Cl)c(Cl)c3)c3c1CCC3)CCCC2	?	.
COc1cc(/C=C/C(=O)NC(C)(C)C)ccc1OCc1ccccc1	29µM*	-28*
Cc1cc2c(NC(=O)CCCC(=O)O)cccc2nn1	-12%	22
CCC(=O)Nc1cccc(NC(=O)CSc2nnc(-c3ccc(NS(C)(=O)=O)cc3)n2CC)c1	?	.
CCOc1ccccc1C1c2[nH]c3ccccc3c2C[C@H]2C(=O)N(C3CC3)CC(=O)N12 (stereo partly specified)	12%	.
COc1cc(OC)cc(C(=O)NCCc2cnc[nH]2)c1	?	.
Cc1ccc(/C=C2/NC(=O)N(Cc3ccccc3)C2=O)o1	?	.

By substructure, those above containing a COOH group.
SMILES	Lipid storage S3	Lipid storage S3 cell count max
N#C/C(=C\c1cn[nH]c1-c1ccccc1Br)C(=O)O	-25%	-4
O=C(O)c1ccc(N2CCS(=O)(=O)CC2)cc1	?	.
CCCCC1(COC(=O)CCC(=O)O)C(=O)N(c2ccccc2)N(c2ccccc2)C1=O	-21%	.
Cc1cc2c(NC(=O)CCCC(=O)O)cccc2nn1	-12%	22

3 compounds already listed, sorted by formula weight, falling:
SMILES	Lipid storage S3	Lipid storage S3 cell count max
O=C(COC(=O)CCc1nc2ccccc2c(=O)[nH]1)NC(c1ccccc1)c1ccccc1	-1%	5
COc1ccc(C(CNC(=O)Nc2ccccc2)N2CCN(C)CC2)cc1 (stereo unspecified)	?	.
Nc1nc(SCC(=O)NCc2ccc3c(c2)OCO3)n[nH]1	?	.
